FBW7 activator – activators of human E3 ligase FBW7; AID 1259310; normalized activity (activation), % at 26.1 µM; actives 0.13% (n = 650,000); Q969H0; AlphaScreen FBW7–phospho-cyclin E peptide binding, activator screen; in the data active = normalized activity above about 1.9%;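 also: purified mutant Fbw7 with reduced substrate affinity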
GPR151 activ – activators of human GPR151 | actives 1% (n = 650,000) | PathHunter beta-arrestin GPR151 cells, luminescence | activation, % at 11.2 µM | Q8TDV0; in the data active = activation above about 4.9%;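 also: 0% = median of compound wells and 100% = cells with positive control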
Target sequence (Q8TDV0 whole entry, looked up): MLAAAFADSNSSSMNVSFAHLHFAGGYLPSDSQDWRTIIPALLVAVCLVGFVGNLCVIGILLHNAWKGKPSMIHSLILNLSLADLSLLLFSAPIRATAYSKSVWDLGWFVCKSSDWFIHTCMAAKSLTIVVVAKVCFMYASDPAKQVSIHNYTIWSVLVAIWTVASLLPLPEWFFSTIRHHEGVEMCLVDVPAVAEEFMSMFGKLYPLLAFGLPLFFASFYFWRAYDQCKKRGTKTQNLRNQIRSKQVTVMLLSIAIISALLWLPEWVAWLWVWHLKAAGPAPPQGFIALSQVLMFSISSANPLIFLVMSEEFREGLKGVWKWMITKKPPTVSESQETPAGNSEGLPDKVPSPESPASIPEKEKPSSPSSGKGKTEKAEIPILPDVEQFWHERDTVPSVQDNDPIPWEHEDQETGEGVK
MITF primary – blocks human microphthalmia-associated transcription factor; O75030; AlphaScreen MITF homodimerization, bead proximity signal; inhibition, % at 2.6 µM; actives 0.91% (n = 650,000); AID 1259374; in the data active = inhibition above about 50%;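 also: 0% = vehicle wells with protein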
Target sequence (O75030 whole entry, looked up): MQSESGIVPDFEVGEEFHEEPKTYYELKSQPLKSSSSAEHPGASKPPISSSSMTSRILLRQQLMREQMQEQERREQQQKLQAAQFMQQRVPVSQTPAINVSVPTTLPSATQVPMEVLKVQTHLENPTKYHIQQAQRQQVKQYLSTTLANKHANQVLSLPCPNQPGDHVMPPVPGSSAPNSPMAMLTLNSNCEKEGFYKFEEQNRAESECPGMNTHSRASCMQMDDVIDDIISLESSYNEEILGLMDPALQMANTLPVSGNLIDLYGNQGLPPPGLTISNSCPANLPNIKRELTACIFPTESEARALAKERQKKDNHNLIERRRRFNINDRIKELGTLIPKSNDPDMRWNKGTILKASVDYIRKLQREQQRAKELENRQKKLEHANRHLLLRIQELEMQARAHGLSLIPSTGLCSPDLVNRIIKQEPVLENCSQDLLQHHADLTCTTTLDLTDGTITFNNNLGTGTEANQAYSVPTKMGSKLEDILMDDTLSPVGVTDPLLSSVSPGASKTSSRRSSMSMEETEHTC
TEAD-YAP inh – TEAD-YAP interaction inhibition. HEK-TIYL cells, TEAD-Gal4/YAP UAS-luciferase luminescence. inhibition, % at 9.12 µM. actives 1.4% (n = 640,000). AID 1259422; in the data active = inhibition above about 32%;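 also: 0% = median of test compound wells and 100% = reference inhibitor wells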
* hit, by the source's call; & = joins results of further samples.

canonical_smiles	FBW7 activator	GPR151 activ	MITF primary	TEAD-YAP inh
COc1ccc(S(=O)(=O)NCC2CCCO2)cc1C(=O)O (stereo not given)	-0.1	0.9	0	4
CCOC(=O)C1=C(C)N=c2s/c(=C/c3ccco3)c(=O)n2C1c1ccc(Cl)cc1 (stereo not given)	0.0	0.4	0	9
Cc1cc(C)nc(Nc2nc(-c3ccc(O)c(O)c3)cs2)n1	-0.3	0.7	-1	-58
COc1ccccc1OCC(=O)Oc1coc(CSc2nccc(C)n2)cc1=O	-0.1	3.1	13	3
Cc1nn(Cc2ccccc2)c(C)c1/C=C1\N=C(c2ccccc2)OC1=O	0.0	-1.3	-18	-2
CC1CCCCC1NCc1ccc2c(c1)OCO2 (stereo not given)	-0.3	0.8	10	-2
COc1ccc(-c2cc(C(=O)NNC(=O)CCl)c3ccccc3n2)cc1OC	0.0	-0.3	8	-8
CCN(c1ccccc1)S(=O)(=O)c1ccc2c(c1)C(C)(C)C(=O)N2C	0.6	1.6	3	0
CCOc1ccc(N2C(=O)CC(N3CCc4ccccc43)C2=O)cc1 (stereo not given)	0.2	-0.2	18	1
COc1ccc(NC(=O)Nc2c3ccccc3nc(=O)n2Cc2ccccc2)cc1	-0.1	-1.5	-7	-15
O=C(NCCCN1CCCCC1)c1ccc2c(=O)n(Cc3ccc(Cl)cc3)c(=S)[nH]c2c1	0.3	-0.8	11	-5
Cn1ccc2c(OCC(=O)Nc3ccc(Cl)c(Cl)c3)cccc2c1=O	0.1	-1.1	8	12
CCOc1ccc(-n2c(SCC(=O)c3ccc(F)cc3)nc3c(sc(=S)n3-c3ccc(Cl)c(C)c3)c2=O)cc1	0.1	2.5	12	-5
CCOc1cc(NC(=O)c2cccc(F)c2)c(OCC)cc1NC(=O)/C=C/C(=O)O	0.2	-0.4	11	7
CCOC(=O)c1ccc(NC(=S)N2CC(C)OC(C)C2)cc1 (stereo not given)	0.0	0.1	17	-4
O=C(C(NS(=O)(=O)c1cccc2cccnc12)c1ccccc1)N1CCc2ccccc21 (stereo not given)	0.1	0.1	29	-11
CCCCNCc1ccc(-c2ccccc2F)o1	0.1	-1.3	-6	-11
CC(=O)N/N=C(\N)c1cc2ccccc2oc1=O	0.2	0.3	2	7
Cc1nnsc1C(=O)OCc1c(Cl)cccc1Cl	0.2	1.0	8	0
Cc1n[nH]c(C)c1CN(C)c1nc2nonc2nc1N1CCCCCC1	0.5	-1.2	18	14
O=C(Nc1ccc(-c2nc3ccc(C(=O)c4ccccc4)cc3[nH]2)cc1)c1cccc([N+](=O)[O-])c1	0.2	1.4	3	-40
O=c1c(NCc2ccc(Cl)cc2)c(-c2ccccc2)c1=O	0.0	1.2	5	2
Cc1ccc(NC(=O)c2scc3c2CCCC3)cc1	0.1	-2.6	0	30
O=C(NCC1CCCO1)c1c(Cl)cccc1Cl (stereo not given)	-0.1	0.0	5	-4
Cc1cc2c(cc1C)C(c1ccc(F)c(Br)c1)CC(=O)N2 (stereo not given)	0.0	2.7	4	-10
Cc1ccccc1-c1ccc(N2CCN(S(C)(=O)=O)CC2)nn1	-0.2	-9.3	-10	45*
COC(=O)[C@H](CCSC)NC(=O)c1ncccc1Oc1nc(OC)cc(OC)n1	0.2	-1.4	17	3
CCN(c1ccccc1C)S(=O)(=O)c1ccc([N+](=O)[O-])cc1	-0.6	2.3	11	8
Cc1ccc(-c2ncn(-c3ccc(Nc4nccc(-c5ccc(Cl)nc5)n4)cc3)n2)cn1	0.1	-0.5	8	-17
O=C(NCCc1ccc(F)cc1)c1cnccn1	-0.1	-0.6	1	-9
CC(=O)Nc1nnc(CCCCn2c(-c3nonc3NC(C)=O)nc3ccccc32)s1	-0.2	4.6	8	-2
CSc1ccc(C(=O)Nc2nc(-c3ccccn3)cs2)cc1	-0.2	0.2	50	-5
Clc1ccc(C2C=C(c3ccc(Cl)s3)Nc3nnnn32)cc1 (stereo not given)	0.1	0.0	10	0
CCc1c(C)c(C#N)c2nc3ccccc3n2c1N1CCN(CCO)CC1	0.2	-0.8	20	-10
COc1ccc2nc(-c3cccc(NS(=O)(=O)c4ccc(F)cc4)c3)cn2n1	-0.2	0.6	-5	-4
Cc1ccc(C(=O)Nc2ccc(NC(=O)c3ccccc3)cc2)cc1S(=O)(=O)Nc1ccc(NC(=O)c2ccccc2)cc1	0.0	-0.2	12	10
COc1ccc(CCNC(=O)CC(C(=O)N2CCc3ccccc32)n2ccnc2)cc1OC (stereo not given)	0.5	0.0	7	-7
CC(=O)Nc1ccc(NC(=O)c2cccc(-c3ccccc3)c2)cc1	0.2	-0.8	12	-7
O=C(Nc1ccc(F)cc1)c1cccnc1	0.1	-2.2	-8	-6
CC(=O)N1CCc2c(sc(NC(=O)C(C)C)c2C#N)C1	0.0	3.0	11	5
O=C(CSc1ccccc1)NNC(=O)C1CCCCC1	0.4	0.0	8	-9
CCOC(=O)C1CCCCN1C(=O)CC1(c2ccc(OC)cc2)CC(=O)N(C)C1=O (stereo not given)	0.1	-0.6	-6	-78
CCOC(=O)c1cc(C#N)c(SCC(=O)OCc2ccc(C#N)cc2)nc1C	-0.1	-0.8	-11	-3
COCCn1c(SCC(=O)c2ccc(Cl)cc2)nnc1-c1c[nH]c2ccccc12	-0.1	0.9	5	6
NC(=O)CSC1=NN2CCCC(=O)N=C2S1	0.1	-0.2	17	5
O=C1OC(c2ccccc2Br)=N/C1=C\c1cccc(Cl)c1	0.9	0.4	6	8
Cn1c(/C(C#N)=C(\O)C(Cl)c2ccccc2)nc2ccccc21 (stereo not given)	-0.1	-1.5	6	-5
CC(C)(C)c1ccc(CSc2nc3ccc(NC(=O)c4ccccc4[N+](=O)[O-])cc3s2)cc1	0.0	-0.8	-6	7
Nc1nn(S(=O)(=O)c2cc(Cl)sc2Cl)cc1-c1ccccc1	0.1	4.5	2	7
CCc1c(C)sc(NC(=O)c2ccncc2)c1C#N	0.2	0.3	22	1
CCOC(=O)C1=C(C)NC2=C(C(=O)CC(c3ccc(OC)c(OC)c3)C2)C1c1cccc(Oc2ccccc2)c1 (stereo not given)	0.0	0.2	-8	-4
COc1cccc(Nc2c(F)c(OC)c(F)c(F)c2C(=O)O)c1	-0.1	0.0	3	-4
Cc1cc(C)nc(NC2=NCC(=O)N2c2ccccc2Cl)n1	0.0	0.2	-4	1
O=C(CN1C(=O)c2cccc([N+](=O)[O-])c2C1=O)NC1CCCCC1	0.8	-1.3	14	2
CCCCCC1CCC(c2ccc(-c3noc(-c4ccc(OC)c(F)c4)n3)cc2)CC1 (stereo not given)	0.1	0.5	-5	-3
CC1CC(=O)N(CC(=O)Nc2ccc(Br)cc2)c2ccccc2S1 (stereo not given)	0.2	0.5	12	-7
CC(C)Cn1c(N/N=C/c2ccc(OCc3ccccc3)cc2)nc2c1c(=O)[nH]c(=O)n2C	-0.1	-1.0	-15	0
Cc1cc(C)nc(N2CCC(CNC(=O)CCn3nnc4ccccc43)CC2)n1	0.0	2.3	-17	-6
Nn1cc(-c2ccccc2)nc1SCC(=O)NCCN1C(=O)CSC1=O	0.1	-1.4	-9	-2
COc1ccccc1CN1CCNC(=O)C1CC(=O)NC1CCC1 (stereo not given)	0.0	-1.0	-10	0

The list goes on:
canonical_smiles	FBW7 activator	GPR151 activ	MITF primary	TEAD-YAP inh
CCOC(=O)c1cnc2c(C)cccc2c1Nc1ccc(O)cc1	0.1	1.7	12	2
COc1c(C(C)C)cc(NC(C)=O)cc1C(C)C	0.1	-1.6	-14	2
Cn1ccs/c1=N\C(=O)Nc1ccccc1	-0.1	-5.4	1	-37
O=C1C(Cc2ccccc2)SC(=Nc2ccccc2)N1c1ccccc1 (stereo not given)	0.1	0.2	13	8
Cc1nc2sccn2c(=O)c1S(=O)(=O)NC(C)c1ccccc1 (stereo not given)	-0.2	-1.1	1	-7
COC(=O)c1c(NC(=O)c2sc3ncn(C)c(=O)c3c2C)sc2c1CCC2	-0.1	0.1	10	-23
CCN(CC)c1ccc(C(=O)Nc2nc3ccc4nc(C)sc4c3s2)cc1	0.0	0.7	8	0
CCCOc1ccc(OCCCNC(C)CC)cc1 (stereo not given)	0.0	0.5	23	8
CC(C)(C)C(=O)N1CCN(CC(O)c2cccs2)CC1 (stereo not given)	0.2	-0.2	8	6
Cc1cc(NS(=O)(=O)c2ccc(Nc3nc(-c4c(C)nc5ccccn45)cs3)cc2)no1	-0.1	-0.6	-17	-6
Cc1c(C(=O)Nc2ccc3c(c2)OCO3)sc2ncnc(N3CCc4ccccc4C3)c12	0.1	1.4	4	-5
COc1ccc(C2(C(=O)NC(C)Cc3ccccc3)CCCC2)cc1OC (stereo not given)	-0.1	0.6	4	1
C[C@@H]1O[C@@H](O[C@H]2[C@H](Oc3cc(O)c4c(c3)O[C@H](c3ccc(O)cc3)CC4=O)O[C@H](CO)[C@@H](O)[C@@H]2O)[C@H](O)[C@H](O)[C@H]1O	0.0&0.0	-0.3&-0.9	3&1	-1&-5
Cc1cc(C)c(OCCOCCNC(C)(C)C)c(Cl)c1	0.7	-0.8	43	-5
Cc1cc(N2CCCCC2)nc2ccc(NC(=O)c3ccc4c(c3)OCO4)cc12	0.4	-0.8	-4	-8

Structures from the list above with an NH in an aromatic ring, in the order listed:
canonical_smiles	FBW7 activator	GPR151 activ	MITF primary	TEAD-YAP inh
O=C(NCCCN1CCCCC1)c1ccc2c(=O)n(Cc3ccc(Cl)cc3)c(=S)[nH]c2c1	0.3	-0.8	11	-5
Cc1n[nH]c(C)c1CN(C)c1nc2nonc2nc1N1CCCCCC1	0.5	-1.2	18	14
O=C(Nc1ccc(-c2nc3ccc(C(=O)c4ccccc4)cc3[nH]2)cc1)c1cccc([N+](=O)[O-])c1	0.2	1.4	3	-40
COCCn1c(SCC(=O)c2ccc(Cl)cc2)nnc1-c1c[nH]c2ccccc12	-0.1	0.9	5	6
CC(C)Cn1c(N/N=C/c2ccc(OCc3ccccc3)cc2)nc2c1c(=O)[nH]c(=O)n2C	-0.1	-1.0	-15	0

(continued)
canonical_smiles	FBW7 activator	GPR151 activ	MITF primary	TEAD-YAP inh
O=C(CNC(=O)C1CCCCC1)NNC(=O)COc1ccccc1F	0.1	0.1	8	3
NC(=O)CSc1cccc2cccnc12	-1.5	0.3	11	8
CCc1nc2sccn2c(=O)c1C(=O)NC(C)(C)CO	0.4	1.9	0	6
COC(=O)c1ccc2c(=O)n(Cc3cccc(Cl)c3)c(=S)[nH]c2c1	-0.1	-0.3	-21	-8
O=C(Nc1ccc(Cl)cc1)c1nccnc1CO	0.0	-1.7	-3	-47
CCOC(=O)c1cnn(-c2ccc(OC(F)(F)F)cc2)c1N	0.0	1.5	-4	-28
COc1ccc(N(CC(=O)NC(C)(C)C)S(C)(=O)=O)cc1	-0.1	0.0	-1	-1
CC1(C)CC(=O)C=C(Nc2cccc(O)c2)C1	0.2&-0.1	1.0&2.0	3&-1	3&1
CCN(CC)CCCNC(=S)Nc1c(C)n(C)n(-c2ccccc2)c1=O	0.5	0.5	12	3
COc1ccc(Cl)cc1NC(=O)C1c2ccccc2Oc2ccccc21	0.0	2.9	-20	-1
COc1ccc(Cl)cc1NC(=O)C/C(C)=N/NC(=O)CCc1ccccc1	0.0	0.1	-4	1
CC(=O)c1cccc(NS(=O)(=O)c2ccc3[nH]c4c(c3c2)CCCC4)c1	-0.1	-0.9	5	6
O=C1C(=O)N(Cc2cccs2)c2ccc(Br)cc21	-0.1	0.9	-8	9
O=C(CCc1ccccc1)NNC(=O)c1cc(Cl)ccc1O	-0.1	0.8	9	-2
CC(C)COC(=O)CCn1[nH]c(=O)c2ccccc2c1=O	-0.1	-2.1	8	6
COC(=O)Cc1nc(N2CCN(c3cccc(Cl)c3)CC2)c2c(C)c(C)sc2n1	0.0	1.0	16	-1
Cc1cc(/C=C2\C(=O)NC(=O)N(C)C2=O)c(C)n1-c1cccc([N+](=O)[O-])c1	-0.7	1.4	1	-3
COc1cccc(C2CC(c3cccs3)=NN2C(=O)CSc2nnc(CNC(=O)c3cccs3)n2-c2cc(C)ccc2C)c1OC (stereo not given)	0.2	-0.5	16	-10
O=C(Nc1cc(-c2nc3ccccc3s2)ccc1Cl)c1cccnc1	0.0	0.1	-7	-18
O=C(CSc1nc2ccccc2c(=O)n1CC1CCC(C(=O)NCc2ccccc2Cl)CC1)NCC1CCCO1 (stereo not given)	-0.1	0.7	6	6
CCC(C)NC(=O)CCn1c(-c2ccc(F)cc2)cc(C(C)=O)c1C (stereo not given)	0.1	-0.5	9	-7
CCOC(=O)Cc1nc(C)cs1	0.0	1.3	-6	5
COc1ccccc1N1CCN(C(=O)Cc2c(F)cccc2Cl)CC1	0.0	1.3	-4	4
O=C(Oc1ccc(C(=S)N2CCOCC2)cc1)c1ccccc1[N+](=O)[O-]	-0.1	3.6	3	0
CCSc1ncc(Cl)c(C(=O)N(C)Cc2ccccc2)n1	0.1	3.9	10	-5
Cc1ccc(C2CC(C(F)(F)F)n3nc(C(=O)Nc4sc5c(c4C#N)CCCC5)c(Cl)c3N2)cc1 (stereo not given)	-0.1	0.8	-10	-9
Cn1c(=O)[nH]c(=O)c2c1nc(SCC(=O)O)n2CCCc1ccccc1	-0.1	-0.3	3	6
CC1(C)Cc2cccc(OCC(=O)NNC(=O)c3cccc(Cl)c3)c2O1	-0.1	-0.4	13	2

Screening results as filed in PubChem BioAssay.

Not a hit list. Share with any hit: about 3.4%.
